# M4 PAM: positive allosteric modulators of human muscarinic M4 receptor. CHO-K1 hM4/Gqi5, Fluo-8 calcium fluorescence, ACh EC20; 0% = ACh EC20, 100% = maximal ACh. 360,000 tested, 0.4% active. activation, % at 3 µM. P08173. AID 624126;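 active = activation above its plate's cutoff, the mean activation of sample wells plus 3 SD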; also: some results filed as inactive read as strong as hits
# p-CIP stab down: compounds decreasing mouse p/CIP protein stability; Q05BA5; F442A p/CIP-EGFP cells, EGFP fluorescence, 16 h; decrease of EGFP signal, % at 10 µM; 290,000 tested, 0.01% active; AID 1984;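 active = EGFP signal decrease of at least 30% at 10 µM or well 3 SD below plate mean, unless failing retest; inactive = the rest, including hits failing retest or dose response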; also: some compounds called inactive have numbers as strong as hits; many of its hits are not listed in these tables
# PHOSPHO1 block: PHOSPHO1 (human) inhibition | inhibition, % at 13.3 µM | 290,000 tested, 1.1% active | recombinant PHOSPHO1, absorbance phosphatase assay | Q8TCT1; in the data active = inhibition above about 60%
# Target sequence (Q8TCT1 whole entry, looked up): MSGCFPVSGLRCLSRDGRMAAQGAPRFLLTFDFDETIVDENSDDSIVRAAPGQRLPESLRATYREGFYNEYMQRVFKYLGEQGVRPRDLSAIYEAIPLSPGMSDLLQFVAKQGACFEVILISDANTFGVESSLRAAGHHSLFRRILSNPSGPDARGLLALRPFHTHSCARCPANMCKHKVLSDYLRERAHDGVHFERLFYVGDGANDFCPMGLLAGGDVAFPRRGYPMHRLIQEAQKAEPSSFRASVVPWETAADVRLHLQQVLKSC
# MEKK3 PB1 HTS: raises or lowers MEK5 binding to the human MEKK3 PB1 domain; Q99759; bead-based flow cytometry, Alexa488-MEK5 binding to MEKK3; actives lie on both sides; 0 = blocked by unlabeled MEK5, 100 = vehicle; binding response (% of control), % at 10 µM; 290,000 tested, 1.4% active;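 active = binding response more than 3 SD above or below the average of its plate-row segment, actives on both sides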;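 also: Alexa488 bead fluorescence after subtracting the streptavidin-only scavenger bead signal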
# Target sequence (Q99759 whole entry, looked up, the tested form may be a part): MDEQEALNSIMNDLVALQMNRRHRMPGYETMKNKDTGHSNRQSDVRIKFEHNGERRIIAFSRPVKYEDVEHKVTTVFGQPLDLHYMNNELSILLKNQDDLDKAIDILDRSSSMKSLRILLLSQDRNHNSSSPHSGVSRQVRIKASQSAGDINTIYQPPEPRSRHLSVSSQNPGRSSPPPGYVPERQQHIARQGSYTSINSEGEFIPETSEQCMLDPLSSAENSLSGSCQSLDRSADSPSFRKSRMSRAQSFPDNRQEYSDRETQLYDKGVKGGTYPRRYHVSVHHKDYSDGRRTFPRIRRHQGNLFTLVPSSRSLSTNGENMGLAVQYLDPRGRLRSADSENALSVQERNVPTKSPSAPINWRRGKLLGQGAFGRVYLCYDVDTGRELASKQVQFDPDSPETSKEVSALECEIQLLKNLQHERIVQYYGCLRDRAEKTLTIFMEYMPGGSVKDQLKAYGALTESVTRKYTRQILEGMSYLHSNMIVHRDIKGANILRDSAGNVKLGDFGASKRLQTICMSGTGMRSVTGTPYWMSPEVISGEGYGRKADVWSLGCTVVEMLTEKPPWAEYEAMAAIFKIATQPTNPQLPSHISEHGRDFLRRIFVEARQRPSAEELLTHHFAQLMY
# GalR3 antag: antagonists of human GalR3 | HEK293 GalR3-CNG cAMP membrane potential fluorescence; galR3 body fused to GalR1 C-terminus | inhibition, % at 3 µM | 360,000 tested, 0.44% active | AID 651719;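 active = inhibition above the screen-wide average plus 3 SD, cut at about 13% in these data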;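 also: forskolin and galanin both at EC90 stimulate the cells; cAMP rise reported by CNG channel membrane potential dye signal; 0% = forskolin plus galanin with DMSO and 100% = forskolin alone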
# IDE inh: cellular human IDE inhibition; P14735; 320,000 tested, 0.41% active; AID 434962; inhibition, % at 5.59 µM; HEK cells, FAbetaB cleavage, fluorescence polarization;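 active = percent inhibition above the average of all tested compounds plus 3 SD, set per screening campaign, cut at about 16% in these data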;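 also: IDE supplied by intact live HEK cells; FP after avidin binding of uncleaved biotin substrate so inhibition keeps polarization high; 0% = DMSO wells and 100% = 60 µM reference IDE inhibitor Ii1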
# CRFBP-R2 agonist: CRF-BP/CRF-R2 complex agonism. HEK293 CRF-R2/CRF-BP, calcium dye fluorescence (FLIPR); percent of saturating CRF peptide response. activation, % at 13.2 µM. 350,000 tested, 0.46% active;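 active = activation of at least 50%, plus an integration ratio under a set limit after plate pattern correction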;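 also: plate controls were neutral control wells without compound for no effect and CRF at EC100 for full effect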
# IDE act: IDE (human) activation, cell-based; P14735; HEK cells, FAbeta-B cleavage, fluorescence polarization; 0% vehicle, 100% cell-free pure enzyme wells; activation, % at 5.96 µM; 340,000 tested, 0.073% active; AID 493087;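 active = activation above the mean of all tested compounds plus 3 SD, set per screening campaign, cut at about 17% in these data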
# CRFBP-R2 block: CRF-BP/CRF-R2 complex antagonism | inhibition, % at 11.8 µM | 350,000 tested, 0.59% active | AID 588475 | HEK293 CRF-R2/CRF-BP, CRF-induced calcium fluorescence;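 active = inhibition of the ligand-induced calcium signal above about 50% at the single tested concentration, limit read from the data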
# * marks the source's active call; other numbers are inactive results; nt = not tested or not shown; & = joins results of further samples. Not a hit list (roughly 4.2% active in at least one column).
SMILES,M4 PAM,p-CIP stab down,PHOSPHO1 block,MEKK3 PB1 HTS,GalR3 antag,IDE inh,CRFBP-R2 agonist,IDE act,CRFBP-R2 block
O=C(Nc1cnc2ccccn2c1=O)c1ccc(F)cc1,7,-7,2,104,-5,2,-0.6,2,11
O=C1CCCCC1C(Nc1ccc(Br)cc1)c1ccccc1 (configuration not stated),-8,-3,6,nt,-2,-3,-3.1,5,29
CC(C)(C)[C@@H]1CCC(=O)N(CC[C@H](Sc2ccccc2)c2ccccc2)CC1,-3,-3,-13,100,-3,3,4.4,3,-4
CCOC(=O)C1=C(COC(=O)/C=C/c2ccc(Cl)cc2)NC(=O)NC1C (configuration not stated),-1,5,51,102,3,1,-0.9,-5,-14
COC(=O)CSc1nc2ccccc2c(=O)n1Cc1ccccc1,-5,4,32,97,-8,-1,-0.6,2,-5
Cc1ccccc1NC(=S)NNC(=O)c1ccco1,4,-5,nt,101,-2,nt,-0.1,3,6
Cc1ccc(-n2c(C)cc(/C=N/NC(=O)CN(c3ccc(C)cc3C)S(C)(=O)=O)c2C)cc1,6,-2,12,106,-2,1,2.0,3,16
COc1ccc(S(=O)(=O)N2CCCOC2CNC(=O)C(=O)NCc2ccccn2)cc1 (configuration not stated),2,-18,-10,100,0,2,0.2,3,-2
COc1ccc2c(c1OC)C(=O)NC(C)=C(C(=O)OC(C)(C)C)C2O (configuration not stated),9,-26,18,88,2,-6,-0.1,0,12
COc1ccc(C(CNC(=O)c2ccc(Cl)c(S(=O)(=O)N3CCCC3)c2)N2CCCC2)cc1 (configuration not stated),-2,nt,nt,nt,-7,-5,2.2,3,5
Cc1ccc(OCC(=O)NC(C)c2ccc(Cl)c(Cl)c2)c([N+](=O)[O-])n1 (configuration not stated),-2,-11,5,95,-5,9,-1.1,5,14
CCCCNC(=O)C(C#N)c1nc2ccccc2nc1N1CCN(Cc2ccc3c(c2)OCO3)CC1 (configuration not stated),0,nt,nt,nt,nt,nt,22,2,-28

# In a second layout: results already given
M4 PAM | p-CIP stab down | PHOSPHO1 block | MEKK3 PB1 HTS | GalR3 antag | IDE inh | CRFBP-R2 agonist | IDE act | CRFBP-R2 block | SMILES
9 | -26 | 18 | 88 | 2 | -6 | -0.1 | 0 | 12 | COc1ccc2c(c1OC)C(=O)NC(C)=C(C(=O)OC(C)(C)C)C2O (configuration not stated)
-2 | nt | nt | nt | -7 | -5 | 2.2 | 3 | 5 | COc1ccc(C(CNC(=O)c2ccc(Cl)c(S(=O)(=O)N3CCCC3)c2)N2CCCC2)cc1 (configuration not stated)
-2 | -11 | 5 | 95 | -5 | 9 | -1.1 | 5 | 14 | Cc1ccc(OCC(=O)NC(C)c2ccc(Cl)c(Cl)c2)c([N+](=O)[O-])n1 (configuration not stated)
0 | nt | nt | nt | nt | nt | 22 | 2 | -28 | CCCCNC(=O)C(C#N)c1nc2ccccc2nc1N1CCN(Cc2ccc3c(c2)OCO3)CC1 (configuration not stated)

# The list continues.
SMILES,M4 PAM,p-CIP stab down,PHOSPHO1 block,MEKK3 PB1 HTS,GalR3 antag,IDE inh,CRFBP-R2 agonist,IDE act,CRFBP-R2 block
Cc1ccccc1OCc1nc(-c2ccccc2)no1,1,0,9,99,-3,0,-0.8,5,-2
CCOc1ccc(N2C(=O)CC(N(Cc3ccco3)C(C)=O)C2=O)cc1 (configuration not stated),-5,6,9,97,-2,-4,2.0,-4,-7
O=S(=O)(NC(=S)c1ccccc1)c1ccccc1,5,nt,nt,nt,1,-3,3.5,0,6
Cc1ccc(NC(=O)CNc2ccc(OC(C)C)cc2)cc1,2,-12,3,110,-1,7,-0.1,-4,-2
NC(=O)C(=O)N/N=C/c1c[nH]c2ccc(Br)cc12,11,0,48,88,-7,-3,-0.6,1,10
COc1ccc(CN2C(=O)c3cccc4cccc(c34)C2=O)cc1,-4,0,33,106,-2,7,1.4,6,17
N=C1C(c2nc(-c3ccc(Br)cc3)cs2)=C(O)CN1NC(=O)c1ccc([N+](=O)[O-])cc1,14,3,46,107,3,7,3.4,-3,12
COC(=O)[C@H](CC(C)C)NC(=O)Nc1ccc(S(N)(=O)=O)cc1,9,-18,15,109,2,-2,-1.5,7,0
CCCn1c(NC(=O)c2cccc(S(=O)(=O)N3CCCC3)c2)nc2ccccc21,-11,-6,-19,100,-6,-1,-0.7,7,-14
COc1ccccc1N1CCN(C(=O)c2ccc(S(=O)(=O)N3CCCC3)cc2)CC1,1,0,-7,100,0,2,-0.4,-2,-6
COc1ccc(/C=N/NC(=O)c2cc[n+]([O-])cc2)cc1O,-4,20,10,98,1,6,-0.3,-1,-3
Cc1nc(Oc2ccccc2)c2oc3ccccc3c2n1,2,-8,12,101,-2,0,1.5,0,-15
CCC(=O)Nc1ccc(C(=O)Nc2cc(C)on2)cc1,-1,-8,12,102,-5,4,-2.6,0,21
OC(CNC1CCCc2ccccc21)COc1c(Cl)cccc1Cl (configuration not stated),-5,1,-17,106,-8,6,0.5,5,-51
CCOC(=O)c1sc(SC)c2c1CCCC2=O,19,-5,7,94,-1,9,-2.6,-2,-4
CCCCC[n+]1ccn(C2=C([O-])c3ccccc3C(=O)/C2=N\S(=O)(=O)c2ccc(Br)cc2)c1,-7,-2,32,94,1,-4,-1.2,8,8
COc1cc(NC(=S)Nc2ccc(OC(F)F)cc2)cc(OC)c1,-3,1,0,105,-3,-2,0.4,-3,4
O=C(O)c1ccccc1C(=O)c1ccc2c(c1)CCC2,-2,7,6,106,0,7,-0.8,5,3
CC(=O)N1c2ccc(S(=O)(=O)NCCC(=O)NCc3ccc(N(C)C)cc3)cc2CC1C (configuration not stated),1,3,53,99,6,3,3.4,7,9
COc1ccc(C2=NOC(C(=O)O)C2)cc1 (configuration not stated),16,0,16,91,-7,5,-0.9,0,0
Cc1ccccc1-c1cc(C(=O)NCc2ccc(OC(F)(F)F)cc2)nn1CC1CC(c2cccc([N+](=O)[O-])c2)=NO1 (configuration not stated),0,nt,nt,nt,-4,4,1.8,-1,4
Cc1ccc2nc(-c3cccc(-c4cccc(Cl)c4)c3)c(NCc3ccccc3)n2c1,-10,nt,nt,nt,0,6,2.1,5,-19
COc1ccc(N(C(=O)c2ccco2)C(C(=O)NC2CCCC2)c2ccc(C)cc2)c(OC)c1 (configuration not stated),-3,-8,22,104,-7,nt,0.1,3,-1
CC(=O)c1cccc(NC(=O)/C(=C/c2ccco2)NC(=O)c2ccco2)c1,4,8,43,101,0,3,-0.3,2,29
CCCCCCSc1ccc(-c2nc3ccc(C)cn3c2NCc2ccccc2)cc1OC,2&14,nt,nt,nt,1,-3,-2.0,7,-1
COC(=O)/C(C#N)=C/c1c(N2CCN(c3cccc(Cl)c3)CC2)nc2c(C)cccn2c1=O,-6,-11,35,105,-7,4,1.5,0,2
Cc1cc(NC(=O)Cn2cc([N+](=O)[O-])cn2)no1,-6,-5,18,98,-6,3,-0.4,0,4
O=C(NCCCN1CCOCC1)c1ccc(Cl)cc1Cl,2,-4,15,106,-10,3,0.5,2,10
CCCCCCN1C[C@H](n2cc(-c3ccc(F)cc3)nn2)[C@@H](O)C[C@@H]1c1ccc(Cl)cc1,0,nt,nt,nt,-8,nt,0.7,nt,-1
CCc1nc(SC)[nH]c(=O)c1C,2,2,14,102,1,-4,0.0,5,1
O=C(c1cccc(C(F)(F)F)c1)C1CCCN(Cc2cccn2-c2ccccn2)C1 (configuration not stated),-14,-14,46,100,-10,6,5.3,-4,-30
O=C1CCc2cc(S(=O)(=O)NCc3ccc(F)cc3)cc3c2N1CCC3,8,nt,nt,nt,-1,-1,2.4,4,0
Cc1nc(N2CCOCC2)nc(N2CCN(c3ccccc3)CC2)c1[N+](=O)[O-],-2,1,37,102,0,-1,-2.1,-2,9
CC1CCCN(C(=O)COc2ccc(Nc3ccccc3)cc2)C1 (configuration not stated),2,2,36,110,0,8,-0.1,-3,4
CCCn1c2c(c(O)c(C(=O)Nc3ccc(OCC)cc3)c1=O)CCCC2,15,-22,5,nt,-1,6,-0.4,7,31
O=C(CCN1C(=O)/C(=C\c2cccs2)SC1=S)NC1=NCCS1,-1,1,9,96,-6,3,-1.0,4,-35
CSc1ccccc1C(=O)N1CCc2ccc(NC(=O)c3ccccn3)cc2C1,-7,nt,nt,nt,0,nt,-0.2,nt,-3
O=C(Nc1cccc(C(F)(F)F)c1)Oc1ccc(Cl)c2cccnc12,-9,9,27,107,-9,-2,-0.2,6,6
OCc1nc2ccccc2n1CC(O)COc1ccccc1 (configuration not stated),-4,-3,-14,106,4,1,0.8,1,3
CC(=O)Nc1ccc(NC(=O)CSc2nnnn2-c2ccccc2F)cc1,0,0,30,108,-3,-10,-1.2,1,3
COC(=O)c1cc(NCc2c(F)cccc2Cl)ccc1N1CCOCC1,-7,0,21,102,1,8,-1.9,7,-3
CN(/N=C\c1ccc(O)c(O)c1)c1nc(-c2ccccc2)cc(-c2ccccc2)n1,2,-6,2,104,-5,1,-1.0,5,-33
O=C(CCCCCN1C(=O)c2ccccc2C1=O)Nc1ccc(S(=O)(=O)N2CCCCC2)cc1,-1,-3,12,94,-6,-1,0.2,-3,-11
Cc1ncoc1C(=O)Nc1ccc2c(c1)OCCO2,9,6,14,101,-5,-1,-3.6,9,-5
Cc1cccc(C(=O)OCC(=O)NC(=O)NC2CCCCC2)c1,-3,nt,nt,nt,-7,nt,-0.6,nt,-25
CCc1ccccc1NC(=O)NCc1ccccn1,7,-12,-29,100,3,3,0.2,5,1
COC(=O)c1ccccc1NC(=O)CCCn1nc([N+](=O)[O-])cc1C,2,-2,40,80,4,-2,-3.6,5,4
O=C(/C=C/c1ccc(-c2ccc(F)cc2)o1)N1CCCC1,2,-10,-18,82,-2,-2,-0.1,11,-14
Cn1c(SCC(=O)N2CCCCC2)nc2cccnc21,-6,-7,-6,107,-3,8,-0.2,8,-15
Cc1ccc(O)c(NC(=O)c2cc([N+](=O)[O-])ccc2Cl)c1,-2,19,8,104,1,2,-2.1,4,3
O=C(CSc1nnc(SCc2ccccc2)s1)N/N=C/C=C/c1ccco1,-4,-4,13,96,-2,6,2.4,5,-26
O=C(COC(=O)c1cccc(OC(F)F)c1)Nc1cc(S(=O)(=O)N2CCCC2)ccc1Cl,-8,nt,nt,nt,-8,nt,-0.8,nt,13
CNS(=O)(=O)c1ccc(NC(=O)c2ccc(Cl)cc2Cl)cc1,5,-2,16,109,-3,-1,-3.9,6,8
Cc1onc(-c2ccccc2Cl)c1C(=O)N/N=C(\N)COc1ccc(Cl)cc1,2,-4,11,nt,-2,4,-2.3,2,-6
COC(=O)c1ccc(C(=O)OC)c(NC(=O)CSc2nc(-c3ccco3)cc(C(F)(F)F)n2)c1,5,nt,nt,nt,-1,nt,2.1,4,-7
Cc1c(NC(=O)CSc2ncn[nH]2)c(=O)n(-c2ccccc2)n1C,7,-26,1,81,-6,-3,-1.3,10,16
O=C1CC(c2ccc(Cl)cc2)CC(=O)C1CS(=O)(=O)c1ccccc1 (configuration not stated),7,-2,24,93,5,2,-2.9,4,22
CC(NC(=O)C1CCCCC1)c1ccc2c(c1)OCCO2 (configuration not stated),1,-4,19,96,-5,-2,-0.6,3,-4
O=C(COc1ccc(Cl)cc1)NCCSCc1ccccc1Cl,2,10,-17,104,2,2,-0.1,3,14
Cc1cccc2cc(CN(CCCO)C(=O)Nc3ccc(Cl)cc3)c(=O)[nH]c12,-2,3,-6,100,-4,nt,-1.1,3,8
Cc1sc(NC(=O)c2ccco2)c(CN2CCN(c3ccccn3)CC2)c1C,-5,-5,38,113,nt,6,-1.2,-1,-15
COC(C(=O)NNS(=O)(=O)c1ccc([N+](=O)[O-])cc1)c1ccccc1 (configuration not stated),-3,0,-10,98,-5,8,3.0,9,13

# Compound activity from PubChem.
